mcGAS RapidFire: mouse cGAS inhibition by mass spec; Q8C6L5; recombinant mouse cGAS, cGAMP by RapidFire MS; inhibition, % at 12.5 µM; actives 0.18% (n = 130,000); AID 1259397;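 active = inhibition of cGAS enzyme activity at or above 60%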;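 also: enzyme stimulated by 45 bp dsDNA with ATP and GTP substrates; cGAMP share of summed cGAMP plus half ATP and half GTP signals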
Target sequence (Q8C6L5 whole entry, looked up): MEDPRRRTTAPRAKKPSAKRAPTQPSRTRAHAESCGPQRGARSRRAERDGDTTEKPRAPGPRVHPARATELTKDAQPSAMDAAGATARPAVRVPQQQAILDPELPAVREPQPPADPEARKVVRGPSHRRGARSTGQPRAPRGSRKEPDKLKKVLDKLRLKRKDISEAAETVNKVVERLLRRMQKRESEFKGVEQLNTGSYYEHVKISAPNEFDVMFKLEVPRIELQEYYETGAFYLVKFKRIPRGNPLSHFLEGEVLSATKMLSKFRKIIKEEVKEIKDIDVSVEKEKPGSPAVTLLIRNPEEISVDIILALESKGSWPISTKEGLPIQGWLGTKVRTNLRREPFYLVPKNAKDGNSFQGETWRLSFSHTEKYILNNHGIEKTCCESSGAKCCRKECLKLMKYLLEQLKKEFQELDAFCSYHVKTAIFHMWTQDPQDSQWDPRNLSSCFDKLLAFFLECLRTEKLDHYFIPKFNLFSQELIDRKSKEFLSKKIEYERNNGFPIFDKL
* hit, by the source's call; & = joins results of further samples. An excerpt; count on the stated rates, not on these rows.

SMILES	mcGAS RapidFire
COCCCn1c(N)c(C(=O)N2CCCC2)sc1=S	-6.0
Cc1cnc2c(C(=O)N3CCCC(OCc4ccccn4)C3)cnn2c1 (centres undefined)	-0.1
CCc1cc(CN(C)C(=O)c2ccc(=O)[nH]c2)on1	3.2
Cc1ccn2c(=O)c(NC(=O)Cc3ccc(Cl)cc3)c(C)nc2c1	-17.9
Cc1noc(C2CCCN2Cc2cccc(C(=O)Nc3c(C)noc3C)c2)n1 (centres undefined)	-11.5
COC(=O)CNC(=O)c1cc(OC)c(Br)c(OC)c1	-2.9
Cc1ccc(NS(=O)(=O)c2ccc(Cl)c(C(=O)N3CC(C)OC(C)C3)c2)cc1C (centres undefined)	1.0
O=C1NCC2(CCCN(C(=O)CCN3C(=O)COc4ccccc43)C2)O1 (centres undefined)	-28.2
O=C(CCS(=O)(=O)c1ccc(Br)s1)NC1CCCC1	10.8
Cc1nn(C)c(C)c1NC(=O)C(C)Sc1n[nH]c(=O)n1CCc1ccccc1 (centres undefined)	-5.4
CC(C)NC(=O)CCNC(=O)c1ccnc(N2CCOC(C)C2)c1 (centres undefined)	2.5
CCOC(=O)CNC(=O)C(F)(F)C(F)(F)C(F)(F)C(F)(F)C(=O)NCC(=O)OCC	-9.7
CC(Sc1nc2cc(Cl)ccc2n1C)C(=O)NC(C)(C#N)C(C)C (centres undefined)	-12.5
O=C(NCC1CCN(Cc2cnn(-c3ccccc3)c2)C1)C1CCC1 (centres undefined)	-19.8
O=c1c2cc([N+](=O)[O-])ccc2nc2n1CCC2=Cc1ccccc1	0.5
COc1ccccc1OCC(=O)NC1CCCC1(C)CO (centres undefined)	-3.9
O=C1NC(=Nc2ccccc2Cl)S/C1=C/c1ccccc1O	-11.8
CCc1nnc2n1N(C(C)=O)C(c1ccc(Br)cc1)=C(C(C)=O)S2	-2.0
CCOCCOC1CCCN(C(=O)c2ccc(OC)cc2)C1 (centres undefined)	-2.4
O=C(c1sccc1Cl)N1Cc2cnn(Cc3ccc(F)cc3)c2C1	-7.8

Sorted by molar mass (low to high): part of the list above
SMILES	mcGAS RapidFire
CCc1cc(CN(C)C(=O)c2ccc(=O)[nH]c2)on1	3.2
Cc1ccn2c(=O)c(NC(=O)Cc3ccc(Cl)cc3)c(C)nc2c1	-17.9
Cc1cnc2c(C(=O)N3CCCC(OCc4ccccn4)C3)cnn2c1 (centres undefined)	-0.1
O=C1NCC2(CCCN(C(=O)CCN3C(=O)COc4ccccc43)C2)O1 (centres undefined)	-28.2
CC(Sc1nc2cc(Cl)ccc2n1C)C(=O)NC(C)(C#N)C(C)C (centres undefined)	-12.5

Of the compounds above, these contain an aryl thioether with sulfur outside any ring:
SMILES	mcGAS RapidFire
Cc1nn(C)c(C)c1NC(=O)C(C)Sc1n[nH]c(=O)n1CCc1ccccc1 (centres undefined)	-5.4
CC(Sc1nc2cc(Cl)ccc2n1C)C(=O)NC(C)(C#N)C(C)C (centres undefined)	-12.5

New compounds follow:
SMILES	mcGAS RapidFire
CC1CCCC(N2CNc3nc4ccccc4n3C2)C1C (centres undefined)	1.9
C=CCN(C(=O)CCN1CCCCO1)C1CCCC1	-9.6
CC(c1cccs1)N(C)CC(=O)Nc1sc2c(c1C#N)CCC2 (centres undefined)	-4.5
CCOC(=O)N1CCC(N2CCN(Cc3ccccc3F)C(CCO)C2)CC1 (centres undefined)	-2.0
c1cc2cc(C3=NCCN3)ccc2cc1C1=NCCN1	-16.3
O=C(Cn1nnc(-c2ccccc2)n1)Nc1ccc(Br)cc1Br	-0.7
Cn1ncc(N2CCOC(CCNC3CCC4(CCNCC4)CC3)C2)cc1=O (centres undefined)	-10.0
Cc1cccc(C)c1OCC(=O)Nc1ccc(Cl)cc1C(=O)N(C)C1CCN(C)CC1	0.9
O=C1CCC(CC(=O)N2Cc3cnn(Cc4ccc(F)cc4)c3C2)N1 (centres undefined)	-22.9
CCCSc1nc2c(c(=O)[nH]1)C(c1ccc(Cl)cc1)C(C(=O)OCC)C(C)=N2 (centres undefined)	-1.4
O[C@H]1CN(c2nnnn2-c2ccc(-c3ccccc3)cc2)C[C@@H]1N1CCOCC1	-28.7
Cc1ccc(Sc2ccc(NC(=O)C3=COCCO3)cc2)cc1C	-7.6
Cn1nnc2c(=S)nc[nH]c21	-1.9
COC(=O)c1ccc(NC(=O)CCc2ccncc2)cc1C	-5.3
COc1cc(NC(=O)c2cc(=O)c(OC)cn2C)cc(OC)c1OC	-4.9
O=C(c1scc2c1CCCC2)N1CCCC1	-5.3
CCCn1c(N)c(C(=O)CSc2nnnn2C)c(=O)[nH]c1=O	-4.7
N#Cc1nnn(-c2nc(N3CCCC3)nc(N3CCCC3)n2)c1N	-24.4
CC(C)NC(=O)C1(C)CCN1Cc1ccc(F)c(F)c1 (centres undefined)	-6.0
CC(=O)Nc1cccc(N=CC(C#N)C#N)c1	3.8
COc1ccc2ccc(=O)oc2c1CC=C(C)C	-4.3
NC(=O)Cn1nc(-c2ccc(F)cc2)ccc1=O	-11.1
Cc1cc(C)nc(NC(CC(C)C)c2cccnc2)n1 (centres undefined)	-13.5
COc1ccc(C(C)CCNC(=O)NC2CCCC2O)cc1 (centres undefined)	-5.7
Cn1c(CNC(c2ccc(F)cc2)C2CCC2)nnc1C1CC1 (centres undefined)	-7.9
O=S(=O)(Nc1ccc(OC(F)F)c(Cl)c1)c1ccc(Cl)c(Cl)c1	-5.3
CC(Oc1cccc(-c2ccc(C(=O)N(C)C)cc2)c1)C(N)=O (centres undefined)	-25.1
Cc1c(F)cc(C(=O)O)cc1S(=O)(=O)Nc1ccccc1	-7.3
O=C(N1Cc2cnn(CCO)c2C1)C1(c2ccccc2)CC1	-32.5
Cc1cccc(C)c1NC(=O)CN(C)C(=O)CSc1nncn1C1CC1	9.3
CCn1c(SCC(=O)N2CCCCC2)nnc1-c1cccn(C)c1=O	-3.7
NCC1Cc2cc(-c3ccc(S(N)(=O)=O)s3)cc(Cl)c2O1 (centres undefined)	-17.8
O=c1cc(CN2CCOCC2)nc2sccn12	-5.8
CCc1nnc(NC(=O)C2(c3ccccc3)CCC2)s1	-5.0
O=C(c1ccc(F)cc1)N(Cc1ccco1)C1CCS(=O)(=O)C1 (centres undefined)	-1.1
O=C(O)CSCC(=O)N1CCCCC1	12.7
CN(C)C(=O)c1ccc2c(c1)N(C)C(CC(=O)NCCn1cncn1)CO2 (centres undefined)	-6.3
COc1ccc(C(=O)N2CCN(c3ccc(F)cc3)CC2)cc1[N+](=O)[O-]	-3.9
CCC(=O)NCc1cc(S(N)(=O)=O)ccc1OC	-3.9
O=C(Nc1cccc(-c2ccn[nH]2)c1)c1ccc2c(c1)OCO2	-4.1
Cc1c(C(=O)N(C)C(C)c2cccnc2)nnn1Cc1ccccc1 (centres undefined)	-0.7
O=C(CCCN1CCC(O)(c2ccc(Br)cc2)CC1)c1ccc(F)cc1	1.6
COC(=O)[C@@H]1CCCN1C1CCN(c2ccc(C(=O)NCCN3CCOCC3)cc2)CC1	-7.4
CC(c1ccc(Cl)cc1)N(C)C(=O)c1ccc[nH]1 (centres undefined)	-5.6
Cc1cccc(CNC(=O)C(C2CCCC2)N2CCN(C(=O)c3ccccc3F)CC2)c1 (centres undefined)	-2.2
CC(NC(=O)C1(C)CCCN1C(=O)OC(C)(C)C)c1ccc(F)c(F)c1 (centres undefined)	-2.6
COc1cc(CN2C(=O)C(CCc3ccccc3)ON=C2c2cnccn2)cc(OC)c1 (centres undefined)	-12.9
CCn1c(=O)c2c(nc3n2CC(C)CN3c2ccc(Cl)cc2)n(C)c1=O (centres undefined)	-2.2
NC(=O)C(NC(=O)c1cc(Br)c(Br)s1)c1ccccc1 (centres undefined)	-13.4
c1cn(CCCCN2CCCCCC2)c(C2CC2)n1	-28.4
CN1CCN(S(=O)C23CC4CC(CC(C4)C2)C3)CC1 (centres undefined)	-6.9
CC(C)C(=O)N1CCN(c2ccc([N+](=O)[O-])cc2Cl)CC1	-5.1
COc1ccc(Cl)cc1-n1c(C)cn2c3c(=O)n(CCN4CCOCC4)c(=O)n(C)c3nc12	-10.2
Nc1nc(Cl)cc(NCC2CCc3ccccc3N2)n1 (centres undefined)	-2.4
O=[N+]([O-])c1ccc2[nH]c(O)c(N=NC(=S)NC3CCCCC3)c2c1	1.3
CC(=O)N(C)CC(=O)Nc1ccc(Cl)c(C(=O)NC2CCCCC2)c1	2.6
CCCn1c(=O)c2c(nc3n2CC(C)=NN3Cc2ccc(C)cc2)n(C)c1=O	-2.4
CNS(=O)(=O)c1cc(C(=O)N(C)c2ccccc2)cc(C)c1C	-8.7
CCOC(=O)C1(C)CCCCCN1C(=O)c1ccc2c(c1)CCO2 (centres undefined)	-1.4
COc1ccc(C(=O)N2CCOC(CCCC(C)C)C2)o1 (centres undefined)	-6.7

Next section
SMILES | mcGAS RapidFire
CN(C)c1ccc(Nc2cc(-c3ccco3)ncn2)cc1 | -1.2
Cc1cc(=O)[nH]c(SCCCOc2cccc(Br)c2)n1 | -4.3
Cc1cccc(-c2n[nH]c(=S)n2CC(=O)N(C2CCCCC2)C2CC2)c1 | 4.3
CCn1cc(NC(=O)c2ccc(C)cc2C)ccc1=O | -0.9
Cc1ccc(C2OCCCC2NC(=O)c2sccc2C)cc1 (centres undefined) | -2.5
Cc1cc2nc(NC3=NCN(C(C)C)CN3)nc(C)c2cc1C | 3.3
C=CCCC(=O)NC(C#N)C1CCCCC1 (centres undefined) | -6.5
COCC(=O)Nc1cccc(-c2ccccc2C(C)=O)c1 | -17.4
CC(C)N(C)Cc1nnnn1CC(=O)N1CCCCC1c1cccnc1 (centres undefined) | 1.5
CCOc1ccc(NC(=O)CCc2c(C)nn(-c3nc(C)cc(=O)[nH]3)c2C)cc1 | -2.5
O=C(NNC(=O)c1cccc(S(=O)(=O)NCc2ccccc2)c1)c1ccc(F)cc1 | -0.3
CC(C)NC(=O)CSc1nnc(Nc2ccccc2Cl)s1 | -1.1
CCCn1c(=O)c2c(nc3n(CCC)c(C)c(C)n23)n(C)c1=O | -3.6
COc1ccc(Cl)cc1Cn1c(C)c(C(=O)NCc2ccc(F)cc2)sc1=O | -8.3
CNc1ncc(CN(C)S(=O)(=O)NCc2ccccc2)cn1 | -6.7
Cc1ccsc1C(=O)N1CCC1(C)C(=O)NCCC#N (centres undefined) | -5.9
COCCOC(=O)C1=C(C)N(C)C(=O)NC1c1ccccc1 (centres undefined) | 6.9
CCc1cc(C(=O)NCc2cccnc2Oc2cccc(C(F)(F)F)c2)no1 | -13.5
O=C(c1ccc(S(=O)(=O)NC2CC2)cc1)N1CCOc2ccccc21 | -8.7
Cc1ccc(N(CC(=O)O)S(C)(=O)=O)cc1C | -7.0
CC(C(=O)N(CC(F)(F)F)c1cccc(Cl)c1)n1cncn1 (centres undefined) | -2.1
NC1=NC2(CCCCC2)N=C(Nc2ccc(Br)cc2)N1 | -10.0&36.6
CN1CCc2c(sc3ncc4c(=O)[nH]c(=O)[nH]c4c23)C1 | -5.2
Cc1ccccc1CCC1CCCN(C(=O)c2ccc3sc(N)nc3c2)C1 (centres undefined) | 2.9
COc1ccc(S(=O)(=O)NC2(c3ccc(Cl)cc3)CCC2)cc1C(N)=O | -1.7
O=c1[nH]c2ccccc2cc1-c1nccn1Cc1ccccc1Cn1cccn1 | -28.0
CC(C)N1CCC(SCc2ccc(F)cc2C#N)C1=O (centres undefined) | 3.7
O=c1c(Cl)c(NCC2CCC2)cnn1-c1ccc(Cl)cc1 | -17.2
CN1CCN2C[C@@H](NC(=O)c3cn4ccsc4n3)C[C@H]2C1 | -8.6
CC(=O)Oc1c(-c2ccc(N)cc2)c(-c2ccc(F)cc2)nn1-c1cc(C)ccc1C | -3.6

4 compounds drawn at random from those above:
SMILES | mcGAS RapidFire
CCc1cc(CN(C)C(=O)c2ccc(=O)[nH]c2)on1 | 3.2
Cn1nnc2c(=S)nc[nH]c21 | -1.9
COc1ccc(C(=O)N2CCN(c3ccc(F)cc3)CC2)cc1[N+](=O)[O-] | -3.9
Cn1c(CNC(c2ccc(F)cc2)C2CCC2)nnc1C1CC1 (centres undefined) | -7.9

New compounds follow
SMILES | mcGAS RapidFire
CNCC(=O)NCc1ccco1 | -3.7
CCCCn1c(C)c(C)n2c3c(=O)n(CC)c(=O)n(C)c3nc12 | -7.8
COc1cc(C)c(C(C)NC(=O)C(C)Oc2ccc(C(C)=O)cc2)cc1OC (centres undefined) | -6.1
CCS(=O)(=O)CCSc1nc(C)cc(C)n1 | -7.4
CCN(CC)S(=O)(=O)c1cc(C(=O)Nc2ccccc2O)ccc1OC | -2.1
CC1CCCC(NN2CCN(C)CC2)C1 (centres undefined) | 0.5
O=C(CCS(=O)(=O)c1ccccc1)Nc1nnc(-c2ccccn2)o1 | -0.6
CCCN(C(=O)c1cccc(C#N)c1)C(C)c1ccccc1Br (centres undefined) | -2.4
COCCNC(=O)CSc1nc2ccccc2c(=O)n1Cc1ccc(C)cc1 | -6.7
CC(=O)c1cc(-c2ccccc2)n(CC(=O)O)c1C | -17.6
CN(C)CC/C(=N/O)c1ccccc1 | -42.1
Cc1ccc(/C=C/C2=NC(=C\c3cc(Br)cs3)/C(=O)O2)cc1 | -8.4
COC(=O)c1cc(-c2ccc(OC)cc2)n(-c2ccc(=O)[nH]n2)n1 | 2.5
CN(C)C(=O)C(NC(=O)c1ccccc1C(F)(F)F)c1ccccc1 (centres undefined) | -5.9
COC(=O)[C@@H](Cc1c[nH]c2ccccc12)NC(=O)CCC1CCCC1 | -1.4
COc1ccc(C2NC(=O)NC3=C2C(=O)N(CCC(C)C)C3)cc1 (centres undefined) | -8.1
Cc1c(C(=O)NCc2cccc(Cl)c2)sc(=O)n1Cc1cccc(F)c1 | -3.7
Cc1ccc(C=CC(=O)N2CCN(C(=O)c3ccco3)CC2)o1 | -42.4
CC1CN(C(=O)c2ccc(Cl)c(Cl)c2)CCN1C(=O)OC(C)(C)C (centres undefined) | -2.1
OCC1CN=C(c2ncccn2)NO1 (centres undefined) | 3.4
Cc1cc(C(=O)N2CCC(N3CCCC3=O)CC2)c2cccc(C)c2n1 | 5.6
Fc1ccc(-c2nc(COc3c(Cl)cccc3Cl)no2)cc1 | -0.1

From PubChem BioAssay
